AHR activator – human AHR activation; AHR-responsive luciferase reporter cells, luminescence; activation, % at 5 µM; 320,000 compounds, 2.5% hits; AID 2796; in the data active means activation above about 47%;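 further: 0% = vehicle wells and 100% = reference agonist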
Target sequence (P35869 whole entry, looked up): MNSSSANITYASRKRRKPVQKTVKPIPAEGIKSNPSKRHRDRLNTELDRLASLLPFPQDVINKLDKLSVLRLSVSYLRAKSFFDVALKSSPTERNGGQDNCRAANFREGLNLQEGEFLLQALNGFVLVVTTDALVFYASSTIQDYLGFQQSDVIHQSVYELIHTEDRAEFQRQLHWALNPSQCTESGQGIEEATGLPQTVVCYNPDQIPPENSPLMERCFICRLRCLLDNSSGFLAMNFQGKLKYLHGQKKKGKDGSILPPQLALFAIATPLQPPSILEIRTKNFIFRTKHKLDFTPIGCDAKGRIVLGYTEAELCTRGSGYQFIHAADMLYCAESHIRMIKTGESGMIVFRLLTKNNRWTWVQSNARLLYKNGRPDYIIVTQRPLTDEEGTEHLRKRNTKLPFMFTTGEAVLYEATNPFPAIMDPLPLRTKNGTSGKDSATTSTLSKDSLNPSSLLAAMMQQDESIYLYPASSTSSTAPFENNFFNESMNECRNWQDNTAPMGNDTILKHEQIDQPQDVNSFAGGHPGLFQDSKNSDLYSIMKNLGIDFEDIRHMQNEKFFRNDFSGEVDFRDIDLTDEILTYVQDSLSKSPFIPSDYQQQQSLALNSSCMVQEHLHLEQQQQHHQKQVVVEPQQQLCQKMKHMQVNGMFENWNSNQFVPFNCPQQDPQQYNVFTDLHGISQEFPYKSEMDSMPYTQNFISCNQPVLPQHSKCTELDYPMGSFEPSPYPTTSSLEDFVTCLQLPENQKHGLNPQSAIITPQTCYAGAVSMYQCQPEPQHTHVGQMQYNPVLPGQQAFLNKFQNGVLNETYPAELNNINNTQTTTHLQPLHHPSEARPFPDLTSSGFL
MEP2-GFP yeast – yeast TOR pathway MEP2-GFP modulation; S. cerevisiae MEP2-GFP strain, flow cytometry GFP, 3 h; 100% = DMSO control level; 330,000 compounds, 0.51% hits; GFP response vs DMSO, % at 10 µM; AID 2016;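 active means GFP response versus DMSO above a set limit, roughly screen mean plus 3 SD, cut at about 180% in these data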;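 further: median GFP fluorescence of the barcode-gated MEP2-GFP cells per well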
procasp3 activ – activators of human procaspase-3; recombinant procaspase-3 D3A, Ac-DEVD-pNA absorbance 405 nm; 330,000 compounds, 0.11% hits; AID 463141; P42574; activation, % at 8.5 µM;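 active means activation above the mean of all tested compounds plus 3 SD, cut at about 21% in these data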;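 further: 0% = DMSO alone and 100% = DMSO wells spiked with extra 5 µM PC-3 D3A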
Target sequence (P42574 whole entry D9A/D28A/D175A): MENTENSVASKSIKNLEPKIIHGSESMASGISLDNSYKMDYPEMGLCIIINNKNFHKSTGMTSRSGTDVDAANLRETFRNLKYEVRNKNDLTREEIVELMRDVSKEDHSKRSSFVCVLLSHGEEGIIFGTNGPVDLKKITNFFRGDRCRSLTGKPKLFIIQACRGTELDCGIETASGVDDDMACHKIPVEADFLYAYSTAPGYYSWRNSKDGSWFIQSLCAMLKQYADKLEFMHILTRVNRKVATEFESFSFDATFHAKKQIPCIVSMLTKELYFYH
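Compound: 8.5 µM single point, 0.8% DMSO / Material: Autoprocessing-dead procaspase-3 D3A mutant enzyme / Timing: 1 h preincubation plus 2 h reaction at 25 °C / Medium: Zinc-free HEPES/NaCl buffer with 0.01% Triton X-100 at pH 7.4 / Technique: 405 nm absorbance of p-nitroaniline, reads at 0 and 120 min / Repeats: one well per compound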
GASC-1 inh – blocks human GASC-1 demethylase activity; AID 2099; inhibition, % at 2.35 µM; Q9H3R0; GST-JMJD2C(1-420) H3K9me3 demethylation, DELFIA europium; 330,000 compounds, 0.069% hits;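 active means more than half of a compound's replicate wells show inhibition beyond 50%, single wells judged on their own value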;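 further: signal counts dimethyl H3K9 product captured on neutravidin plate; 0% = median of DMSO wells and 100% = 0.3 times that DMSO median; strong numbers were not always called active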
RPL19A TOR yeast – alters RPL19A-GFP fluorescence in TOR pathway yeast screen; 330,000 compounds, 0.3% hits; S. cerevisiae RPL19A-GFP strain, flow cytometry, 3 h; stronger effect = lower value; percent response vs DMSO, % at 10 µM;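 active means percent response vs DMSO below 50%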;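 further: median channel GFP fluorescence of the barcoded RPL19A-GFP strain; ratio of sample median GFP to plate DMSO average so 100% = DMSO; lower means less RPL19A-GFP as with rapamycin TOR inhibition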
CR mimetic SO – yeast age-related superoxide inhibition as caloric restriction mimetic | 330,000 compounds, 0.18% hits | superoxide response (% of plate mean), % at 10 µM | S. cerevisiae aged cells, superoxide DHE fluorescence; stronger effect = lower value;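 active means superoxide response under a set limit, about three screen SD below normal, cut at about 65% in these data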;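 further: yeast aged for seven days with compound at 30 °C before DHE staining; 100% = average MFI of all compound-treated wells on the plate with controls excluded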
procasp7 counter – counter-screen for procaspase-3 activators: activators of human procaspase-7; P55210; recombinant procaspase-7, Ac-DEVD-pNA absorbance 405 nm; D23A/D198A/D206A triple mutant, cannot self-cleave; scale: DMSO 0, 5 µM enzyme 100; activation, % at 8.5 µM; 330,000 compounds, 0.093% hits; AID 463210;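 active means percent activation above the screen-wide mean plus 3 SD, cut at about 25% in these data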
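buffer or medium = Zinc-free HEPES/NaCl buffer, pH 7.4 | material = Procaspase-7 triple mutant (PC-7 D3A) | input = 2 µM procaspase-7 mutant as dispensed | signal = Epi-absorbance of released pNA at 405 nm, two timepoints | timing = 1 h preincubation, 2 h reaction | replicates = singlicate compound testing | evaluation = % activation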
LAP4-GFP MLPCN – yeast TOR pathway LAP4-GFP modulation; S. cerevisiae LAP4-GFP multiplex, flow cytometry GFP, 3 h; median GFP as percent of DMSO wells; GFP response vs DMSO, % at 10 µM; 320,000 compounds, 0.34% hits; AID 2023;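 active means GFP response vs DMSO above a set limit, about the screen mean plus 3 SD, cut at about 150% in these data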
The depositor's hits bear a star; i = inactive; x = not tested or not shown; & = joins results of further samples; [ ] = another dose, or the depositor's remark.

SMILES	AHR activator	MEP2-GFP yeast	procasp3 activ	GASC-1 inh	RPL19A TOR yeast	CR mimetic SO	procasp7 counter	LAP4-GFP MLPCN
Cc1ccc(C(=O)N[C@H](C(=O)Nc2sccc2C(N)=O)C(C)C)cc1	4	104	12	-21	102	96	-6	91
Clc1cccc(Nc2nc(N3CCOCC3)nc(N3CCOCC3)n2)c1	5	105	2	6	106	87	3	112
CC(=O)Oc1ccc2c(=O)c(-c3ccccc3)c(C)oc2c1	0	105	5	-1	96	106	-4	103
COc1ccc(C)cc1-n1nnnc1SCC(=O)NNC(=O)c1ccc([N+](=O)[O-])cc1	0	103	2	1	95	113	2	97
COc1cccc(N2CCN(C(=O)CN(c3ccc(C)cc3)S(=O)(=O)c3c(C)n[nH]c3C)CC2)c1	6	109	-2	0	99	92	2	115
COc1cc(C(=O)OCC(=O)NC2CCCCCC2)ccc1OCC(C)C	1	98	-8	0	95	106	8	97
COc1cc2c(cc1OC)CN(CC(=O)Nc1ccc(F)cc1)C(C(=O)O)C2 (stereo not drawn)	2	107	-1	8	102	100	0	99
Cn1c(=O)[nH]c(=O)c2c1nc(Br)n2CCCO	-3	99	-3	-18	100	131	-10	105
COc1ccc(NC(=O)COc2ccc(N(C)S(=O)(=O)c3ccc(C)cc3)cc2)cc1	1	89[may fluoresce violet]	6	7	95[may fluoresce violet]	97	6	90[may fluoresce violet]
COC(=O)N/N=C/c1cccnc1	2	106	3	7	99	99	-5	88
COC(=O)c1cccc(NC(=O)CSc2nc(O)c(-c3ccccc3)c(=O)[nH]2)c1	3	99	-3	10	96	83	-4	91
Cc1cccc(-c2nnc(SCC(=O)Nc3cccc(C(=O)N4CCOCC4)c3)n2C)c1	0	106	1	-1	103	93	3	101
Cc1ccc2c(c1)nnc1nnc(SCC(=O)O)n12	3	107	5	17	99	87	0	121
COCCCn1c(SCC(=O)NC2CCCCC2)nc2ccccc2c1=O	1	106	8	-8	102	88	1	99
NNC(=O)c1ccc(COc2ccc3ccccc3c2)o1	80*	95	0	22	98	111	3	101
CCOC(=O)c1ccc2nc3c(cc2c1)CCS3	9	104	-7	1	102	84	-5	106
COc1ccc(-c2csc(NCCc3nc4cc(Cl)c(N5CCCCC5)cc4n3CCOCCO)n2)cc1	11	97	1	-40	102	110	0	110
O=C(CSc1ccc(-c2ccco2)nn1)Nc1ccc(F)cc1	-1	92	-8	3	103	93	-12	90
C#CCOc1nc(OCC#C)nc(OCC#C)n1	8	86	9	6	94	98	-3	92
O=C(N/N=C/c1cccs1)C(O)c1ccccc1 (stereo not drawn)	2	102	-9	-10	106	104	3	112
Cc1cccc(NC(=O)CCCc2ccccc2)c1	1	115	-8	-17	105	98	2	98
CCCNS(=O)(=O)c1ccc(CCC(=O)N2CCOCC2)cc1	2	99	4	-2	100	99	14	98
O=C(Nc1ccccc1SCC1CSc2nc3ccccc3c(=O)n21)c1cccc(Cl)c1 (stereo not drawn)	3	100	5	7	100	72	5	104
COc1ccc(NC(=O)c2ccc(S(=O)(=O)N(C)C)cc2)cc1OC	5	99	-1	-4	95	105	-2	106
CCOC(=O)c1cnn(-c2ccc([N+](=O)[O-])cc2)c1N	-3	93	3	5	93	92	4	107
Cc1ccccc1OCC(=O)O/N=C(\N)Cc1cccs1	-1	97	1	21	95	i	-9	107
O=c1oc(-c2ccccc2)cc(Cl)c1Cl	4	97[may fluoresce violet]	-26	-12	62[may fluoresce violet]	84	-36	74[may fluoresce violet]
CC(=O)N(Cc1cccs1)Cc1cc2cc(C)c(C)cc2nc1Cl	8	95	1	6	94	96	2	93
O=C1CS(=O)(=O)N(Cc2cccc(F)c2)c2ccc(Br)cc21	8	93	8	1	93	88	-9	123
COc1ccc(N2CCN(C(=O)COCc3cc(-c4ccc5c(c4)OCO5)on3)CC2)cc1	3	109	-3	1	99	95	-12	115
Cc1c(-c2csc(N)n2)cnn1C	6	112	-13	-1	101	93	-13	101
O=C(COC(=O)/C=C/c1cccc(F)c1)NC(=O)NCc1ccccc1	0	100	9	5	96	100	-3	104
CCCOC(=O)c1ccc(Oc2c(-c3ccc(OC)cc3O)n[nH]c2C)cc1	0	105	-8	-13	99	80	11	110
Cc1nc(-c2cccc(NC(=O)Cc3ccccc3)c2)cs1	7	98	2	-3	101	111	-4	92
CCc1ccc(NC(=S)Nn2cnnc2)cc1	-1	98	-11	-3	100	109	-14	103
O=S(=O)(NOCc1ccc(Cl)cc1)c1ccc(Cl)cc1	4	97	4	-4	89	97	-7	112
CCn1cc(C(=O)N(C)Cc2ccc(OC(F)F)cc2)c(=O)c2ccc(C)nc21	-1	98	1	3	101	94	7	91
CCOC(=O)c1csc(NC(=O)c2ccc(S(=O)(=O)N(C)C)cc2)n1	7	95	-4	-33	95	81	-3	91
CSc1ccc(/C=C(/Sc2nnc(-c3ccccc3)o2)C(=O)O)cc1	4	98	-8	-13	95	105	-7	103
CC(C)(C)N/N=C/c1c(O)n(-c2ccc(Cl)cn2)c(=O)c2ccccc12	16	83	-5	4	91	82	-1	91
Cc1noc(C)c1COc1ccc(C(=O)N2CC(C)CC(C)C2)cc1 (stereo not drawn)	-2	94	2	-2	99	87	11	109
Cc1ccc(C2=N/C(=C/N3CCOCC3)C(=O)O2)cc1	57*	101	5	0	101	102	-3	118
COc1ccc(/C=C2\CC/C(=C\c3ccc(OC)cc3OC)C2=O)c(OC)c1	-6	101	-14	26	97	99	-10	89
CCOC(=O)c1c(C)[nH]c(C(=O)COC(=O)COc2ccc(OC)cc2)c1C	7	108	5	-1	103	83	-2	92
CCOC(=O)Cn1nc(-c2ccccc2)c(-c2ccccc2)nc1=O	3	92	-1	17	95	106	9	94
Cc1ccc(CNS(=O)(=O)c2ccc3c(c2)NC(=O)C(C)S3)cc1 (stereo not drawn)	2	103	1	9	95	128	5	106
CN(C)c1nc(N)nc(-c2ccco2)n1	4	100	-2	5	94	79	-6	99
CC(C)CC(NC(=O)C1CCC(C)CC1)C(=O)Nc1ccc2c(c1)OCCO2 (stereo not drawn)	1	97	6	3	99	94	9	99
CCOc1ccc(NC(=O)c2ccc3c(c2)N(Cc2ccc(F)cc2)C(=O)CS3=O)cc1 (stereo not drawn)	12	111	-7	-4&-6	101	94	4	109
Cc1cc(C)nc(SCC(=O)Nc2cccc(S(=O)(=O)N(C)C)c2)n1	1	95	4	-3	89	98	0	116
Cc1cc(C)n2nc(C(=O)NC(c3ccccc3)c3ccccc3)nc2n1	-1	180*	8	4	104	89	8	133
NS(=O)(=O)c1ccc(NC(=S)N2CCN(c3cccc(Cl)c3)CC2)cc1	-4	96	-32	-2	89	110	-29	84
COc1cccc(CNC(=O)CCC2CCCN(Cc3ccc4c(c3)CCO4)C2)c1 (stereo not drawn)	4	93	4	-4	99	104	-1	91
CSc1nc(C)cc(Oc2ccc(OCCOc3ccccc3)nn2)n1	3	93	-3	5	94	97	8	93
Cc1ccccc1NC(=O)N(CCc1nc2ccccc2[nH]1)Cc1ccccc1	2	93	0	1	94	103	13	86
Cn1nc(C(=O)Nc2cccc(C(=O)NC3CC3)c2)c2ccccc2c1=O	8	99	6	-4	99	77	-8	104
Cc1cc(N2C(=O)C3CC=CC(C)C3C2=O)no1 (stereo not drawn)	-1	95	9	0	98	102	-2	96
COc1ccc(-n2nc(C(=O)NCC(=O)NCCc3ccc(OC)c(OC)c3)c3ccccc3c2=O)cc1Cl	2	98	1	-5	99	131	14	101
CCn1c(-c2ccccc2Cl)nn(CC(=O)Nc2cc(Cl)ccc2Cl)c1=S	1	90	-2	-5	91	109	3	101
CC1CCN(C(=O)c2ccc(-n3cnnn3)cc2)CC1	0	174	1	29	65	102	8	86

4 entries from above in a different format:
CC(C)(C)N/N=C/c1c(O)n(-c2ccc(Cl)cn2)c(=O)c2ccccc12
  AHR activator: 16	MEP2-GFP yeast: 83	procasp3 activ: -5	GASC-1 inh: 4	RPL19A TOR yeast: 91	CR mimetic SO: 82	procasp7 counter: -1	LAP4-GFP MLPCN: 91

Cc1noc(C)c1COc1ccc(C(=O)N2CC(C)CC(C)C2)cc1 (stereo not drawn)
  AHR activator: -2	MEP2-GFP yeast: 94	procasp3 activ: 2	GASC-1 inh: -2	RPL19A TOR yeast: 99	CR mimetic SO: 87	procasp7 counter: 11	LAP4-GFP MLPCN: 109

Cc1ccc(C2=N/C(=C/N3CCOCC3)C(=O)O2)cc1
  AHR activator: 57*	MEP2-GFP yeast: 101	procasp3 activ: 5	GASC-1 inh: 0	RPL19A TOR yeast: 101	CR mimetic SO: 102	procasp7 counter: -3	LAP4-GFP MLPCN: 118

COc1ccc(/C=C2\CC/C(=C\c3ccc(OC)cc3OC)C2=O)c(OC)c1
  AHR activator: -6	MEP2-GFP yeast: 101	procasp3 activ: -14	GASC-1 inh: 26	RPL19A TOR yeast: 97	CR mimetic SO: 99	procasp7 counter: -10	LAP4-GFP MLPCN: 89

Further compounds.
SMILES	AHR activator	MEP2-GFP yeast	procasp3 activ	GASC-1 inh	RPL19A TOR yeast	CR mimetic SO	procasp7 counter	LAP4-GFP MLPCN
CCc1ccccc1NC(=O)CN1CCN(C(=O)CN2C(=O)NC3(CCCC3)C2=O)CC1	1	102	9	x	100	99	-9	104
CCOC(=O)C1CCCN(C(=O)CN2C(=O)NC(C)(c3ccc4ccccc4c3)C2=O)C1 (stereo not drawn)	5	95	-10	-1	88	100	8	85
COc1ccc(CC(=O)OC(C)C(=O)Nc2ccc(S(N)(=O)=O)cc2)cc1 (stereo not drawn)	0	100	7	2	98	84	7	99
CCCN(CCC)Cc1c(C(=O)N/N=C/c2ccc(C)o2)nnn1-c1nonc1N	1	108	11	-1	106	110	0	100
CCNC(=O)C(=O)NCc1ccncc1	0	94	10	-14	93	115	1	96
CCc1cccc(OCCOCCN2CCCC2)c1	4	97	-2	-10	95	97	9	93
O=C(NCCO)c1cccc2c1-c1ccccc1C2=O	0	104	10	1	103	125	3	90
Cc1ccc(-c2noc(C3CCN(S(=O)(=O)c4ccc5c(c4)OCCO5)CC3)n2)o1	-2	96	-2	1	97	94	8	102
CCOC(=O)N1CCC(n2c(=S)[nH]c3cc(OCC)c(OCC)cc3c2=O)CC1	-2	102	4	0	103	83	-5	101
O=C(NCc1nc2ccccc2[nH]1)c1ccc(S(=O)(=O)N2CCCC2)cc1	2	102	3	14	110	90	-2	99
COc1ccc(C2C(C(C)=O)=C(C)N=c3s/c(=C\c4ccco4)c(=O)n32)c(OC)c1 (stereo not drawn)	-11	101	-17	7	96	100	-20	104
Cc1cccc(NC(=O)C2C3CCC4C(CCC32)C4(Cl)Cl)c1 (stereo not drawn)	2	101	3	-10	105	103	8	98
NC(=O)/C=C\C(=O)Nc1cccc(C(F)(F)F)c1	2	101	-25	6	99	98	-36	112
COC1CCN(C(=O)CC2C(=O)NCCN2CC(C)(C)C)CC1 (stereo not drawn)	0	103	-5	3	102	98	-4	106
O=C(NCc1ccco1)c1scc2c1OCCO2	1	100	1	8	99	95	8	93
COc1ccc(C2C(=O)c3ccccc3C2=O)cc1OC	0	97	0	-9	111	111	1	84
CC(Oc1ccccc1)C(=O)Nc1c2c(nn1-c1ccccc1)CS(=O)C2 (stereo not drawn)	11	82	-3	-15	95	89	-1	79
CCCCOC(=O)CN1C(=O)c2ccc(C(=O)OCCCC)cc2C1=O	0	103	-1	-1	99	102	14	100
Cc1ccc(NC(=O)CSc2nnc(C)c(=O)n2N)cc1Cl	22	94	-3	3	95	99	-3	106

Screens as filed in PubChem.

This is a random part of the collection; about 3.8% have a hit in one of these screens.
